# inhibitors of VEEV = inhibitors of VEEV TC-83 cytopathic effect, confirmation, Vero cells (AID 588727) | Vero cells, VEEV TC-83 cytopathic effect inhibition; higher % means a stronger effect | one-dose inhibition, % at 20 µM; IC50 in µM for titrated hits | hit rate 0.13% among 350,000; in the data active = a potency from the dose series; inconclusive = inhibition mostly from about 14% at the one dose, without a potency; inactive = the rest, 99 in 100 with inhibition below about 12%; note: strong numbers were not always called active
# PhoP GFP inhibition = PhoP regulon inhibitors, Salmonella typhi PhoP promoter GFP reporter, confirmatory (AID 1850) | hit rate 0.33% among 310,000 | Salmonella Typhi PhoP-promoter GFP reporter, fluorescence, 4 h; higher % means a stronger effect | one-dose inhibition, % at 50 µM; IC50 in µM for titrated hits; in the data active = a potency from the dose series; inconclusive = inhibition mostly from about 25% at the one dose, without a potency; inactive = the rest, 99 in 100 with inhibition below about 19%;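 note: 0% = induced wells with vehicle and 100% = uninduced wells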
# tuberculosis growth = growth inhibition of non-replicating M. tuberculosis (AID 488890). inhibition, % at 25 µM, or IC50 in µM where a hit was titrated. hit rate 0.39% among 320,000. Mycobacterium tuberculosis non-replicating, growth inhibition; higher % means a stronger effect; in the data active = a potency from the dose series; inconclusive = inhibition mostly from about 82% at the one dose, without a potency; inactive = the rest, 99 in 100 with inhibition below about 76%;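 note: plate controls were DMSO cells for no effect and high antibiotic wells for full effect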
# influenza NS1A = H1N1 influenza NS1A inhibitors, functional cell based assay (AID 504329). inhibition, % at 12.5 µM, or IC50 in µM where a hit was titrated. NS1A functional cell-based assay, percent inhibition; higher % means a stronger effect. hit rate 0.3% among 340,000; in the data active = a potency from the dose series; inconclusive = inhibition above about 27% without an active follow-up result; note: strong numbers were not always called active
# H37Rv inhibition = M. tuberculosis growth inhibition, HTS (AID 449762); M. tuberculosis H37Rv growth inhibition, 7H9 media; higher % means a stronger effect; inhibition, % at 25 µM, or IC50 in µM where a hit was titrated; hit rate 0.59% among 330,000; in the data active = a potency from the dose series; inconclusive = inhibition above about 70% without an active follow-up result;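 note: bacterial growth assessed after seven days of incubation; strong numbers were not always called active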
# inhibitors of VEEV 10K pilot screen = recorded beside inhibitors of VEEV, whose call it bears; inhibition, %; measured here: 10K pilot screen inhibition
# Starred values were filed as active, the others as inactive; i = inactive; ? = inconclusive; nt = not tested or not shown.
SMILES,inhibitors of VEEV,PhoP GFP inhibition,tuberculosis growth,influenza NS1A,H37Rv inhibition,others
Cc1cc(NC(=O)c2ccc(N(C)S(=O)(=O)c3ccccc3)cc2)no1,6.3%,-7%,-4%,-4%,-3%,
CC(C)=C1C2C=CC1C(C(=O)Nc1cc(C)ccc1C)C2C(=O)O (centres undefined),i,-5%,7%,-4%,-4%,
COc1ccccc1CC(=O)NCc1csc(-c2cccs2)n1,2.9%,0%,30%,nt,0%,
CN(c1ccccc1)S(=O)(=O)c1cccc(Cl)c1Cl,i,15%,22%,0%,4%,
COC(=O)[C@H](CCSC)NC(=O)Nc1ccc(C)cc1C,0.8%,-5%,-11%,-1%,3%,
Cc1cc(/C=C2/C(=O)NC(=O)N(Cc3ccco3)C2=O)c(C)n1-c1ccc(C(=O)O)cc1,1.4%,8%,-4%,1%,-9%,
Cc1cc(C)cc(NC(=O)CSc2nnc(-c3ccccc3C)o2)c1,3.5%,7%,28%,0%,-9%,
Cc1ccc(NC(=O)CSc2nnc(-c3ccccc3Br)o2)cc1C,1.7%,3%,64%,-5%,6%,
CCOC(=O)C1(Cc2cccc(Cl)c2)CCCN(C(=O)CCC(=O)N(C)C)C1 (centres undefined),i,-4%,-1%,5%,2%,
CN(C)N=Nc1nc2c(c(=O)n(C)c(=O)n2C)n1C,i,-1%,-9%,nt,-3%,
COc1ccc(CN2CCNC(=O)C2CC(=O)N(C)Cc2cc(C)no2)cc1OC (centres undefined),3.5%,-8%,-10%,-8%,-8%,
Cc1ccc(C(NC(=O)C(C)C)c2cc([N+](=O)[O-])c3cccnc3c2O)cc1 (centres undefined),6.3%,-26%,1%,8%,-6%,
O=C(c1ccccc1[N+](=O)[O-])N1CCC2(CC1)OCCO2,0.2%,-8%,1%,5%,1%,
CCC(Oc1ccccc1)C(=O)NCCCN1CCOCC1 (centres undefined),1.0%,-4%,-2%,-2%,-13%,
COc1ccc2[nH]cc(C(=O)CNc3nc(C)cs3)c2c1,3.1%,0%,14%,5%,-9%,
CCOC(=O)c1[nH]cnc1C(=O)N[C@@H](C)c1ccccc1,0.2%,nt,14%,-1%,-5%,
OCCNc1nc(Nc2cc(Cl)ccc2OC2CCCC2)nc(N2CCCC2)n1,1.2%,-5%,16%,-14%,61%,inhibitors of VEEV 10K pilot screen=2.7
Cc1ccccc1OCCn1cc(C(=S)N2CCN(C)CC2)c2ccccc21,2.3%,-8%,47%,3%,4%,
CC(C)c1ccc(NC(=O)CSC(C)c2nc3ccccc3c(=O)[nH]2)cc1 (centres undefined),3.1%,21%,41%,-1%,0%,
O=C(NCc1ccc2c(c1)OCO2)Nc1ccc([N+](=O)[O-])cc1,1.8%,-4%,9%,-1%,6%,
COc1ccc(N(CC(=O)N2CCc3ccccc3C2)S(C)(=O)=O)cc1Cl,0.1%,-6%,-12%,-7%,3%,
Cc1nc(N)sc1-c1csc(N(C)c2ccc(O)cc2)n1,i,-4%,20%,11%,12%,
CC(=O)c1ccc(NC(=O)C2CC(=O)N(Cc3ccccc3)C2)cc1 (centres undefined),i,-6%,4%,3%,-8%,
CCOC(=O)c1ccc(N2C(=O)CC(SCC(N)C(=O)OCC)C2=O)cc1 (centres undefined),0.9%,10%,22%,-1%,-8%,
O=S(=O)(NCc1csc(-c2cccnc2)n1)c1cccs1,8.5%,-1%,-4%,-13%,-3%,inhibitors of VEEV 10K pilot screen=2.9

# The list goes on:
SMILES,inhibitors of VEEV,PhoP GFP inhibition,tuberculosis growth,influenza NS1A,H37Rv inhibition,others
COc1ccccc1NC(=O)C(C)OC(=O)C1CC(=O)N(c2ccc3c(c2)OCCO3)C1 (centres undefined),0.8%,-11%,-14%,-8%,-11%,
COc1ccc(C(=O)C2CCN(C(=S)Nc3ccc(F)cc3)CC2)cc1,10%,-12%,49%,6%,-5%,
COC(=O)CCCC1=CC2=CC(=O)C(C)(OC(=O)c3cccs3)C(=O)C2=CN1CCc1ccccn1 (centres undefined),3.0%,-4%,13%,-6%,-1%,
COc1ccc(/C=C2\CCCC(C(=O)C(F)(F)F)=C2O)cc1,0.1%,-21%,nt,18%,-7%,
Cn1c(SCc2ccc(C(C)(C)C)cc2)nnc1C1COc2ccccc2O1 (centres undefined),3.7%,2%,66%,nt,?,
O=C(NNc1nc(-c2ccccc2)cs1)c1ccc(F)cc1,i,5%,-14%,-4%,?,
Cc1csc2c(C#N)c(=O)c3c(n12)CCC3,1.0%,-13%,-8%,1%,1%,
COc1ccc(-c2cc(C(=O)N3CCCC3)no2)cc1,0.4%,10%,70%,-8%,-6%,
Cc1nc(NC(=O)C2CC2)sc1C(=O)Nc1ccccc1Cl,i,1%,7%,-39%,6%,
Cc1cc(=O)c2cc(C(=O)c3ccccc3)ccc2[nH]1,i,-3%,14%,1%,1%,
COc1ccc(C2C(C#N)=C(N)OC3=C2C(=O)CCC3)cc1OC (centres undefined),1.4%,4%,-13%,4%,-4%,
O=S(=O)(Cc1ccco1)Cc1nc(-c2ccc(Cl)cc2)cs1,0.1%,2%,6%,nt,0%,
Cc1cc(C)c2c(N)c(S(=O)(=O)c3ccccc3)sc2n1,0.0%,4%,7%,-2%,-3%,
O=C(NCc1ccco1)C1CC(c2ccc(Cl)c(Cl)c2)=NO1 (centres undefined),1.5%,6%,33%,-11%,4%,
COc1ccc(Cn2nnc3c(=O)[nH]c(C4CCN(C(=O)c5ccccc5Cl)CC4)nc32)cc1,4.6%,-17%,47%,4%,7%,
O=C(N/N=C/c1ccc(N2CCCCC2)o1)c1ccccc1,4.5%,-2%,23%,4%,-4%,
CC(=O)N1CCN(Cc2cc(=O)n3cc(Cl)c(C)c(Cl)c3n2)CC1,2.5%,-3%,-12%,-1%,-7%,
COc1ccc(S(=O)(=O)N2CCCCC2)cc1NC(=O)C1CC(=O)N(Cc2ccccc2)C1 (centres undefined),0.3%,nt,-14%,5%,6%,
CC(=O)Nc1cccc(NC(=O)Nc2cccc3ccccc23)c1,3.5%,1%,-8%,15%,0%,
CCOc1ccccc1N1C(=O)c2ccc(C(=O)O)cc2C1=O,1.5%,-16%,7%,-3%,7%,
COc1ccc(C(=O)Nc2ccc(C(=O)NCCc3ccc(OC)c(OC)c3)cc2)cc1,0.6%,-7%,2%,1%,3%,
Cc1c(Cl)cn2c(=O)cc(CN3CCN(c4ccc(F)cc4)CC3)nc2c1Cl,nt,-17%,23%,nt,5%,
CC(=O)c1ccc(OC(C)C(=O)Nc2cccc(S(=O)(=O)NCc3ccco3)c2)cc1 (centres undefined),8.4%,nt,19%,-4%,4%,
O=C(COC(=O)c1cc(Br)ccc1O)Nc1cccnc1Cl,0.7%,-5%,51%,-5%,-4%,
Cc1ccc(C)c(OCCC(=O)OCC(=O)NNC(=O)c2ccccc2)c1,2.0%,nt,59%,-7%,-6%,

# Structural class: the compounds so far containing bromine
SMILES,inhibitors of VEEV,PhoP GFP inhibition,tuberculosis growth,influenza NS1A,H37Rv inhibition,others
Cc1ccc(NC(=O)CSc2nnc(-c3ccccc3Br)o2)cc1C,1.7%,3%,64%,-5%,6%,
O=C(COC(=O)c1cc(Br)ccc1O)Nc1cccnc1Cl,0.7%,-5%,51%,-5%,-4%,

# Remaining list, next part.
SMILES,inhibitors of VEEV,PhoP GFP inhibition,tuberculosis growth,influenza NS1A,H37Rv inhibition,others
Cn1c(-c2ccc3c(c2)OCO3)cnc1NCc1ccccc1Cl,1.8%,-3%,61%,-7%,11%,
O=C(c1cc(-c2ccccc2)on1)N1CCN(C(=O)c2ccco2)CC1,1.0%,-5%,32%,2%,-2%,
CC1(C)CC(=O)C2=C(C1)N(Cc1ccccc1)C(=O)C2(O)C(F)(F)F (centres undefined),3.8%,-3%,2%,-20%,-9%,
CCCNC(=O)c1cc2c3ccccc3n(C)c2s1,0.6%,-8%,75%,5%,-15%,
Cc1ccc(S(=O)(=O)N2CCCC2)s1,0.4%,-5%,-8%,-6%,-15%,
COc1ccc(C(=O)Nc2ccc(NC(C)=O)cc2)cc1S(=O)(=O)N1CCCCC1C (centres undefined),1.3%,nt,nt,3%,9%,
CCOC(=O)CSC1=C(C#N)C(c2ccc(C)cc2)C(C(=O)OC)C(=O)N1 (centres undefined),1.3%,-9%,7%,-3%,-6%,
Cc1cccc(C)c1NC(=O)C1CCCN1C(=O)NCc1ccccc1 (centres undefined),0.6%,8%,-23%,-6%,5%,
c1ccc2c(c1)CC1CNCc3cccc(c31)S2 (centres undefined),i,6%,-8%,15%,13%,
O=C(/C=C/c1ccoc1)c1ccccc1O,0.4%,-10%,28%,-7%,-1%,
COc1ccc(CSc2n[nH]c(C)n2)cc1Br,i,-6%,-12%,6%,2%,
CCOc1ccc(/C(O)=C2\C(=O)C(=O)N(c3ccc(OC)cc3)C2c2ccccc2[N+](=O)[O-])cc1 (centres undefined),1.1%,-4%,35%,nt,4%,
Cc1ccccc1OCCSc1nc2ncnc(N)c2[nH]1,1.2%,1%,21%,2%,15%,
CC(=O)c1c(N2CCN(C(=O)c3ccco3)CC2)nc(=S)n(-c2ccccc2)c1C,i,-4%,1%,-8%,2%,
CC1(c2nnc(-c3ccc(Cl)cc3)o2)CC(c2ccc(Cl)cc2)=NO1 (centres undefined),0.6%,-11%,37%,-8%,-4%,
CCc1nc(SCc2ccc(OC)cc2)n[nH]1,0.6%,-2%,8%,-2%,5%,
O=C(Cn1cc(COc2ccc3ccc(=O)oc3c2)nn1)c1ccc(O)cc1,0.9%,nt,nt,-22%,nt,
C/C(=N\NC(=O)c1cccc(S(=O)(=O)Nc2ccc(C)cc2C)c1)c1ccncc1,5.8%,nt,nt,-6%,nt,
Cc1ccc(N2CCN(C3=NC(=O)C(Cc4ccccc4)S3)CC2)cc1 (centres undefined),4.1%,-8%,40%,-5%,4%,
O=C(COc1ccc(Br)cc1)N1CCN(c2ccccc2)CC1,1.1%,-32%,42%,-3%,-1%,
Cc1ccccc1Cn1cc(S(=O)(=O)c2ccc(C(C)C)cc2)c(=O)c2cc3c(cc21)OCO3,1.5%,6%,nt,-41%,-3%,
CCOc1ccc(S(=O)(=O)N2CCN(Cc3ccco3)CC2)cc1,1.8%,0%,3%,-8%,-13%,
Cc1ccccc1OCC(=O)NCc1ccccc1,i,-7%,21%,-2%,13%,
NS(=O)(=O)c1ccc(NC(=O)CSc2ncn[nH]2)cc1,0.9%,5%,-8%,-14%,-5%,
C[C@H]1COC(=O)[C@H](Cc2ccc(F)cc2)C/C=C\C[C@@H](CC(=O)N(CCO)Cc2ccccc2)C(=O)N1,1.2%,nt,56%,2%,-9%,

# Additional structures follow:
SMILES,inhibitors of VEEV,PhoP GFP inhibition,tuberculosis growth,influenza NS1A,H37Rv inhibition,others
O=C(Cc1ccc([N+](=O)[O-])cc1)Nc1ccc(O)cc1C(=O)O,0.6%,-7%,37%,-6%,7%,
CCN(CC)C(=O)/C(=C/c1ccc(F)cc1)NC(C)=O,0.2%,0%,-5%,-2%,-4%,
COc1cc(C(=O)Nc2ccc3c(c2)ncn3C)cc(OC)c1OC,1.0%,-1%,-3%,2%,-4%,
CC(C)c1ccc(NC2CCCN(C(=O)c3ccnc(Cl)c3)C2)cc1 (centres undefined),i,7%,7%,-56%,4%,
Cc1ccnc(NC(=O)CCC(=O)N(CC(=O)NC2CCCCC2)c2ccc3c(c2)OCO3)c1,8.6%,8%,-4%,-1%,-1%,
CCN(CC(=O)NCc1cccs1)C(=O)c1ccc(S(=O)(=O)Nc2ccccc2Cl)cc1,i,nt,nt,-8%,8%,
O=C(NNC(=O)c1cccc2ccccc12)c1ccccc1O,10%,-8%,-8%,8%,5%,
Cc1cc(F)ccc1S(=O)(=O)Nc1ccc(C(=O)N2CCCCC2)cc1,1.8%,nt,15%,-1%,4%,
CC(=O)c1ccc(S(=O)(=O)N2CCN(C(=O)CN3C(=O)NC4(CCCC4)C3=O)CC2)cc1,2.2%,-14%,-12%,-2%,-4%,
CC1(C)CSC(=NCCc2ccccc2)N1C(=O)c1ccc(C#N)cc1,i,-6%,-3%,9%,-5%,

# Reprinted at random: 4 records from the list.
SMILES,inhibitors of VEEV,PhoP GFP inhibition,tuberculosis growth,influenza NS1A,H37Rv inhibition,others
COc1cc(C(=O)Nc2ccc3c(c2)ncn3C)cc(OC)c1OC,1.0%,-1%,-3%,2%,-4%,
Cc1ccnc(NC(=O)CCC(=O)N(CC(=O)NC2CCCCC2)c2ccc3c(c2)OCO3)c1,8.6%,8%,-4%,-1%,-1%,
CCN(CC(=O)NCc1cccs1)C(=O)c1ccc(S(=O)(=O)Nc2ccccc2Cl)cc1,i,nt,nt,-8%,8%,
CC1(C)CSC(=NCCc2ccccc2)N1C(=O)c1ccc(C#N)cc1,i,-6%,-3%,9%,-5%,

# Screens deposited in PubChem BioAssay by Southern Research Specialized Biocontainment Screening Center.
